RPL19A TOR yeast: yeast TOR pathway RPL19A-GFP modulation. percent response vs DMSO, % at 10 µM. actives 0.3% (n = 330,000). S. cerevisiae RPL19A-GFP strain, flow cytometry, 3 h; hits give low values;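 active = percent response vs DMSO below 50%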;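 note: median channel GFP fluorescence of the barcoded RPL19A-GFP strain; ratio of sample median GFP to plate DMSO average so 100% = DMSO; lower means less RPL19A-GFP as with rapamycin TOR inhibition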
MEP2 TOR yeast: yeast TOR pathway MEP2-GFP modulation; S. cerevisiae MEP2-GFP strain, flow cytometry GFP, 3 h; 100% = DMSO control level; GFP response vs DMSO, % at 10 µM; actives 0.51% (n = 330,000);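 active = GFP response versus DMSO above a set limit, roughly screen mean plus 3 SD, cut at about 180% in these data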;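 note: median GFP fluorescence of the barcode-gated MEP2-GFP cells per well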
proCasp3 act: procaspase-3 (human) activation; P42574; recombinant procaspase-3 D3A, Ac-DEVD-pNA absorbance 405 nm; activation, % at 8.5 µM; actives 0.11% (n = 330,000); AID 463141;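 active = activation above the mean of all tested compounds plus 3 SD, cut at about 21% in these data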;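 note: 0% = DMSO alone and 100% = DMSO wells spiked with extra 5 µM PC-3 D3A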
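Assay system: Autoprocessing-dead procaspase-3 D3A mutant enzyme; also added: Ac-DEVD-pNA; doses: one concentration, 8.5 µM nominal, 0.8% DMSO; times: 1 h compound preincubation, 2 h substrate hydrolysis at 25 °C; technique: 405 nm absorbance of p-nitroaniline, reads at 0 and 120 min; measure: % activation between DMSO and enzyme-spiked controls; repeats: single replicate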
procasp7 counter: activates human procaspase-7, counter-screen for procaspase-3 activators. actives 0.093% (n = 330,000). recombinant procaspase-7, Ac-DEVD-pNA absorbance 405 nm; D23A/D198A/D206A triple mutant, cannot self-cleave; scale: DMSO 0, 5 µM enzyme 100. P55210. activation, % at 8.5 µM. AID 463210;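 active = percent activation above the screen-wide mean plus 3 SD, cut at about 25% in these data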
Target sequence (P55210 whole entry D23A/D198A/D206A): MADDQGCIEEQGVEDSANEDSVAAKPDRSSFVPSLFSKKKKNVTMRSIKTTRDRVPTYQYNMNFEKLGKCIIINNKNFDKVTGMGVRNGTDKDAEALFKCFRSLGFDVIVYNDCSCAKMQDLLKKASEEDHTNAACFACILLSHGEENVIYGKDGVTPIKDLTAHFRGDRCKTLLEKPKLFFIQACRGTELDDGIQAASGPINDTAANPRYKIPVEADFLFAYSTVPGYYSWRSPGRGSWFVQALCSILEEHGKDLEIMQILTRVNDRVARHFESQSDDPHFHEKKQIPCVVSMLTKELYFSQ
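Replicates: singlicate. Assay system: Procaspase-7 triple mutant (PC-7 D3A). Signal: 405 nm absorbance of p-nitroaniline. Times: 1 h preincubation, 2 h reaction. Buffer or medium: Zinc-free HEPES pH 7.4 with 300 mM NaCl, 0.01% Triton X-100. Also added: DEVD-pNA substrate. Benchmarks: DMSO wells as 0%, DMSO with 5 µM added PC-7 as 100%.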
GASC-1 inh: inhibitors of human GASC-1 (JMJD2C) demethylase. Q9H3R0. inhibition, % at 2.35 µM. actives 0.069% (n = 330,000). GST-JMJD2C(1-420) H3K9me3 demethylation, DELFIA europium;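 active = more than half of a compound's replicate wells show inhibition beyond 50%, single wells judged on their own value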;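 note: signal counts dimethyl H3K9 product captured on neutravidin plate; 0% = median of DMSO wells and 100% = 0.3 times that DMSO median; strong numbers were not always called active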
Yeast superoxide: caloric restriction mimetics inhibiting age-related superoxide in yeast; S. cerevisiae aged cells, superoxide DHE fluorescence; hits give low values; superoxide response (% of plate mean), % at 10 µM; actives 0.18% (n = 330,000);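 active = superoxide response under a set limit, about three screen SD below normal, cut at about 65% in these data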;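 note: yeast aged for seven days with compound at 30 °C before DHE staining; 100% = average MFI of all compound-treated wells on the plate with controls excluded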
AHR act: activators of human aryl hydrocarbon receptor | actives 2.5% (n = 320,000) | AHR-responsive luciferase reporter cells, luminescence | activation, % at 5 µM | P35869; in the data active = activation above about 47%;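 note: 0% = vehicle wells and 100% = reference agonist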
Target sequence (P35869 whole entry, looked up): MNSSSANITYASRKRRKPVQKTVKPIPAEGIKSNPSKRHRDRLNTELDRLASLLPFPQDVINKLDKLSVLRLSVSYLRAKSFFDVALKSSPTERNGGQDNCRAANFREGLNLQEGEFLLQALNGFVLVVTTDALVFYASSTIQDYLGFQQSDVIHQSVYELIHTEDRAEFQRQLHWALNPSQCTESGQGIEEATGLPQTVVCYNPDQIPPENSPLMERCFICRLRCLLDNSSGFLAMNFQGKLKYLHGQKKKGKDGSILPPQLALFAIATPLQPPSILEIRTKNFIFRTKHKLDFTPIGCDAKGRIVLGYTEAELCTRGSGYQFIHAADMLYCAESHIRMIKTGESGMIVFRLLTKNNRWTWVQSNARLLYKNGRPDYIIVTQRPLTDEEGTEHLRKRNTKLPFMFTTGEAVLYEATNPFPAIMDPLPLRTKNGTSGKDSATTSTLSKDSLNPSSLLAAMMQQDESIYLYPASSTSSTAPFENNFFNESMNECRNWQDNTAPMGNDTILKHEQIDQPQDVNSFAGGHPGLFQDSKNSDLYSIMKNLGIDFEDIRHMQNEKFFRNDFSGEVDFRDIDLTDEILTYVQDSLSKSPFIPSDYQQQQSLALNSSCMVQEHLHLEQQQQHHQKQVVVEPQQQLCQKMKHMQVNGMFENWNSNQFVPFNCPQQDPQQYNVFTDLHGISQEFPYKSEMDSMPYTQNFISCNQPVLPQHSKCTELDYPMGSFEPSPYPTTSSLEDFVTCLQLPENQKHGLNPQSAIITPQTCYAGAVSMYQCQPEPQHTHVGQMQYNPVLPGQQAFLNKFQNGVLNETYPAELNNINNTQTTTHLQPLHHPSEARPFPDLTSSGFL
LAP4 TOR yeast: yeast TOR pathway LAP4-GFP modulation. S. cerevisiae LAP4-GFP multiplex, flow cytometry GFP, 3 h; median GFP as percent of DMSO wells. GFP response vs DMSO, % at 10 µM. actives 0.34% (n = 320,000). AID 2023;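 active = GFP response vs DMSO above a set limit, about the screen mean plus 3 SD, cut at about 150% in these data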
The depositor's hits bear a star; x = not tested or not shown.

SMILES	RPL19A TOR yeast	MEP2 TOR yeast	proCasp3 act	procasp7 counter	GASC-1 inh	Yeast superoxide	AHR act	LAP4 TOR yeast
COc1ccc(-n2nc(C(=O)NCC(=O)NCCC3=CCCCC3)c3ccccc3c2=O)cc1	96.0	85.8	-6.2	-2.2	8.4	102.7	0.1	95.2
Cc1ccccc1S(=O)(=O)Cc1ccc(C(=O)NCCc2ccccc2)o1	101.8	97.3	-0.4	0.0	0.1	97.5	4.5	99.6
COc1ccccc1CN1CC(C(=O)NCc2c(F)ccc(C)c2F)CCC1=O (stereo not drawn)	95.4	106.9	-6.0	0.1	-14.8	102.0	7.7	99.2
Cc1csc(=N)n1CC(=O)N1CCc2ccccc21	91.3	91.9	4.6	8.6	2.5	88.9	1.8	96.8
Cc1nn(-c2ccccc2)c(C)c1C(=O)OCC(=O)c1c(N)n(CC(C)C)c(=O)n(C)c1=O	97.0	110.6	10.2	1.9	0.0	98.0	0.5	111.9
CN(Cc1cccnc1)Cc1c(C(=O)N2CCc3ccccc3C2)nc2ccc(Cl)cn12	105.7	109.9	3.5	-6.7	2.5	101.0	15.2	93.5
CC1CCCCN1C(=O)CSc1nnc(-c2ccccc2O)o1 (stereo not drawn)	91.4	113.4	5.4	3.2	10.7	101.7	39.7	101.1
CS(=O)(=O)N(CC(=O)NC1CC1)C1CCCCC1	107.7	104.7	-3.2	-4.5	-3.7	98.0	-0.1	93.3
CCN1C(=O)[C@H]2[C@@H](c3ccc(-c4ccc(F)cc4)cc3)N[C@@](C)(C(=O)OC)[C@H]2C1=O	107.5	103.7	0.8	1.0	x	102.9	-1.5	108.8
COc1ccc(-c2cc(C(F)(F)F)n3ncc(C(=O)N(C)Cc4ccccc4)c3n2)cc1	91.3	94.3	-2.2	1.2	-7.8	103.6	0.1	100.3
C=CCN1C(=O)c2ccc(C(=O)N(CC(C)C)c3c(N)n(CCCC)c(=O)[nH]c3=O)cc2C1=O	103.7	113.3	-3.0	7.4	-6.8	107.3	1.2	104.2
O=C(CC(=O)NC1CCCCC1)N/N=C/c1cccc2ccccc12	92.5	101.6	7.7	5.9	-4.9	97.8	10.6	100.4
CC1CC(C)CN(CCCNC(=O)c2ccc3c(c2)NC(=O)CS3)C1 (stereo not drawn)	98.6	97.5	-2.1	-6.6	8.1	84.0	0.9	99.7
COc1cccc(C(=O)Nc2nnc(S(=O)(=O)Nc3cccc(C)c3)s2)c1	102.4	103.3	-1.0	5.4	8.4	107.0	4.2	97.6
C=CCc1c(C)nc(N2CCSCC2)[nH]c1=O	104.7	104.4	-6.0	-4.9	2.4	108.3	0.0	113.1
CC1=C(C#N)C(NC(=O)C(C)(C)C)(C(F)(F)F)C(=O)N1 (stereo not drawn)	99.2	100.0	0.6	10.7	-2.7	104.0	0.6	102.2
CC(C)N(C(=O)COC(=O)CNC(=O)c1ccc(Br)cc1)c1ccccc1	x	x	-1.4	-4.2	-1.0	97.9	1.8	x
O=C(c1ccc([N+](=O)[O-])o1)N1CCc2ccccc2C1	100.9	98.2	-3.4	-1.9	0.6	78.8	-4.9	120.7
CN(/N=C/c1cc(Br)cc(Br)c1O)c1ccccc1	111.8	108.3	-14.3	6.0	5.6	81.3	36.0	101.4
CN(CC(=O)Nc1ccc(Cl)cc1)C(=O)C1=COCCO1	91.1	92.2	-1.3	1.4	-5.2	80.4	1.8	89.7
COc1ccccc1NC(=O)c1cc[n+](C)cc1	101.0	107.2	-9.2	4.3	0.3	98.4	-0.3	99.6
Cc1cc(OCCOCCNCc2ccccc2)ccc1C(C)C	103.2	105.7	-2.8	5.0	6.5	97.4	-2.2	87.7
C=CCNC(=O)c1ccc2c(=O)n(Cc3ccccc3OC)c(=S)[nH]c2c1	102.0	110.8	-4.0	4.8	7.4	99.9	11.8	104.3
COc1ccccc1-n1c(=S)[nH]c2c(sc(=S)n2-c2ccc(C)cc2C)c1=O	96.9	119.9	-12.0	-12.1	3.5	88.3	3.3	111.6
CC(=O)Nc1c(O)nc(SCC(=O)Nc2cccc(C)c2)[nH]c1=O	98.8	107.0	3.4	-5.7	56.1	107.2	-3.3	99.5

(cont.)
SMILES	RPL19A TOR yeast	MEP2 TOR yeast	proCasp3 act	procasp7 counter	GASC-1 inh	Yeast superoxide	AHR act	LAP4 TOR yeast
Cc1ccc([N+](=O)[O-])cc1-c1ccc2cccc(C)c2n1	96.6	97.1	3.7	0.6	-0.3	93.8	6.1	98.8
O=C(NCC(=O)N(c1ccccc1)C(C(=O)NCC1CCCO1)c1ccccc1)c1cccs1 (stereo not drawn)	103.2	102.9	-3.6	-7.1	-10.5	102.9	-3.6	95.7
CCN(CC)c1ccc(N2C(=O)CSC2=S)cc1	98.6	95.1	-11.8	-19.3	-4.4	95.5	8.5	108.1
O=C(CSc1cccc[n+]1[O-])NC1CCCCC1	93.3	89.3	-3.9	1.1	5.0	100.6	3.6	98.8
Cc1ccc(C)c(S(=O)(=O)NC(CCC(N)=O)C(=O)O)c1 (stereo not drawn)	103.8	105.1	2.7	-2.9	1.2	88.8	-0.9	101.3
COc1ccc(NC(=O)CN2C(=O)COc3ccc(S(=O)(=O)N4CCOCC4)cc32)cc1Cl	99.4	94.4	8.6	-2.6	4.0	98.4	4.0	103.4
COc1ccc(OC)c(NC(=O)CC2SC(=Nc3ccc(F)cc3)N(CCC3=CCCCC3)C2=O)c1 (stereo not drawn)	x	x	11.0	18.2	-3.7	86.4	3.9	x
CC(C)NCC(O)COc1ccc(CC(N)=O)cc1 (stereo not drawn)	99.5	100.4	-1.6	-6.8	12.4	105.8	19.2	130.3
O=C(O)c1ccc(-c2noc(-c3cccc(C(F)(F)F)c3)n2)cc1	96.2	91.7	-11.9	2.6	-2.9	107.4	-0.5	120.0
C[C@H](CO)N1C[C@H](C)[C@@H](CN(C)S(C)(=O)=O)Oc2ccc(NC(=O)c3ccncc3)cc2C1=O	95.1	100.0	-6.1	1.2	x	92.1	-0.6	95.7
CCOC(=O)[C@@H]1[C@H]2COc3cc(OC)ccc3[C@H]2N2C(=O)N(c3ccccc3)C(=O)[C@]12C	94.5	94.6	3.2	5.3	6.4	98.0	-0.8	98.2
COc1ccc(Cc2cc(-c3ccc(F)cc3)n[nH]c2=O)cc1	93.3	91.5	-14.9	6.4	-16.4	103.6	-1.4	112.1
COc1cc(NC(=O)C/C(C)=N/NC(=O)C(OC)c2ccccc2)c(OC)cc1Cl (stereo not drawn)	92.6	111.3	0.5	-2.3	-8.9	104.3	105.2*	119.9
Cc1cccc(NC2=C(NCCO)C(=O)c3ccccc3C2=O)c1	111.2	103.8	-2.8	-11.9	-2.4	96.0	112.8*	91.3
O=C(c1ccccc1NS(=O)(=O)c1ccccc1[N+](=O)[O-])N1CCCC1	100.0	109.4	3.9	-13.7	2.0	108.6	-0.1	101.1
CSc1ccc(CCNS(=O)(=O)c2csc(C(N)=O)c2)cc1	109.9	104.8	11.5	1.3	2.1	100.3	0.5	115.0
Cc1nc(-c2ccncc2)sc1C(=O)Nc1ccc(Br)cc1	95.3	95.4	-3.0	1.6	53.2	83.3	62.0*	95.5
CC(=O)Nc1cc2c(cc1C(=O)C(C)C)OCCO2	93.8	97.7	-0.8	20.3	5.1	105.0	9.7	94.3
CCCc1sc(N/N=C/c2ccccn2)nc1-c1ccc(Br)cc1	99.8	108.6	1.1	-6.8	6.3	91.2	11.0	88.3
CCCOc1ccc(N2C(=O)CC(SCC(N)C(=O)OCC)C2=O)cc1 (stereo not drawn)	101.6	98.6	-11.2	-0.8	-9.9	96.1	3.2	102.0
COC(=O)c1ccccc1S(=O)(=O)N1CCC(C(=O)NC2CCCCC2)CC1	102.3	103.5	3.9	4.1	8.7	112.6	0.0	98.6
CCOC(=O)C1=C(Cn2cnc3ccccc32)NC(=O)NC1c1ccc(Cl)cc1 (stereo not drawn)	100.6	107.1	2.0	-6.8	-5.6	83.0	2.9	104.7
CCNS(=O)(=O)c1ccc2c(c1)NCC2	100.0	98.4	5.1	5.4	-5.5	84.2	-1.9	91.5
CC1=[N+]([O-])C(N2CCOCC2)C(O)(c2ccccc2)C1 (stereo not drawn)	99.9	95.0	-2.4	5.0	18.6	100.6	2.8	101.6
Cc1cc(C)cc(NC(=S)N2CC(C)OC(C)C2)c1 (stereo not drawn)	112.8	102.9	x	x	-5.3	95.4	x	69.5

More compounds follow:
SMILES	RPL19A TOR yeast	MEP2 TOR yeast	proCasp3 act	procasp7 counter	GASC-1 inh	Yeast superoxide	AHR act	LAP4 TOR yeast
O=C(CSc1nc(N2CCCCC2)nc(N2CCCCC2)n1)Nc1nccs1	98.9	97.0	-0.7	0.2	14.5	109.1	2.8	96.2
Cc1cc(C)n(-c2ccc(NC(=O)C3CCN(Cc4ccccn4)CC3)cc2)n1	100.6	95.1	3.2	6.0	-19.6	97.3	9.8	90.1
CCCC(C(=O)NC(C)(C)CC)N(Cc1ccco1)C(=O)CNS(=O)(=O)c1ccccc1 (stereo not drawn)	97.9	99.3	2.5	2.6	6.9	96.8	0.7	92.1
O=C(Nc1cnn(Cc2ccc(Cl)cc2)c1)c1cccs1	99.1	99.8	6.7	11.0	0.1	101.1	7.8	102.6
C=CCNC(=O)c1cc(C(=O)C(C)c2ncc(C(F)(F)F)cc2Cl)c[nH]1 (stereo not drawn)	95.7	93.0	4.6	-1.9	3.7	91.8	0.4	102.3
Cc1ccnc(NC(=O)CCC(=O)N(CC(=O)NC2CCCCC2)c2cccc(C)c2C)c1	97.7	105.3	1.6	3.7	-1.8	116.4	-1.8	99.5
O=C(CNC(=O)C1CCCCC1)Nc1ccccc1	98.4	99.5	-5.1	-6.7	-9.5	99.0	-2.1	87.1
O=C(NCCCN1CCOCC1)/C(=C/c1cccnc1)NC(=O)c1ccccc1	99.9	101.7	-0.9	1.1	-16.4	87.3	0.7	98.9
COc1cc(OC)c(OC)cc1/C=N/NC(=O)CC1C(=O)NN=C1C (stereo not drawn)	96.5	111.4	-2.3	1.8	11.7	95.5	-0.4	104.8
CC1(C)SC(=S)N(NC(=O)Nc2ccccc2)C1N(O)C(=O)Nc1ccccc1 (stereo not drawn)	98.5	97.9	-0.6	-11.6	6.2	97.7	3.2	98.2
N#Cc1cn(CC(=O)N2CCc3ccccc3C2)c2ccccc12	89.8	91.8	-5.8	8.0	-7.4	105.7	0.8	85.2
Cn1ncc(C#N)c1/N=C/N1CCOCC1	101.1	97.8	-4.3	1.8	4.0	101.1	4.6	87.6
COc1ccccc1CNC(=O)COC(=O)c1ccccc1-c1ccccc1	96.4	99.6	10.2	3.5	-5.8	108.4	6.8	105.0
CCOC(=O)C(C)/C(C)=N/NC(=O)c1cc2ccccc2cc1O (stereo not drawn)	93.2	96.5	-1.1	1.1	5.9	97.5	7.9	84.4

4 structures out of the list, sorted by number of heavy atoms, ascending:
SMILES	RPL19A TOR yeast	MEP2 TOR yeast	proCasp3 act	procasp7 counter	GASC-1 inh	Yeast superoxide	AHR act	LAP4 TOR yeast
O=C(CNC(=O)C1CCCCC1)Nc1ccccc1	98.4	99.5	-5.1	-6.7	-9.5	99.0	-2.1	87.1
N#Cc1cn(CC(=O)N2CCc3ccccc3C2)c2ccccc12	89.8	91.8	-5.8	8.0	-7.4	105.7	0.8	85.2
Cc1cc(C)n(-c2ccc(NC(=O)C3CCN(Cc4ccccn4)CC3)cc2)n1	100.6	95.1	3.2	6.0	-19.6	97.3	9.8	90.1
CCCC(C(=O)NC(C)(C)CC)N(Cc1ccco1)C(=O)CNS(=O)(=O)c1ccccc1 (stereo not drawn)	97.9	99.3	2.5	2.6	6.9	96.8	0.7	92.1
